E coli Lon inh = inhibitors of E. coli Lon protease; purified E. coli Lon protease, fluorescence polarization; inhibition, % at 7.94 µM; 360,000 compounds, 0.42% hits; P0A9M0; AID 602123; in the data active = inhibition above about 13%, passing the limit was not always enough;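 also: 0% = enzyme with probe and DMSO and 100% = no enzyme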
MT1-MMP act inh = blocks activation of human MT1-MMP; GFP/RFP ratio change, % at 20 µM; AID 651647; HT1080 RFP-PRO-GFP cells, GFP/RFP ratio fluorescence, overnight; percent of plate control window, DMSO zero; 360,000 compounds, 0.061% hits;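 active = GFP/RFP ratio change of at least 30% with cell ATP level not reduced by more than half and red fluorescence within 50% of control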; also: strong numbers were not always called active
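Material: RFP-PRO-GFP reporter HT1080 cells. Dosing: single-point 20 µM compound, 1% DMSO. Controls: DMSO and RFP-L50D-GFP cell wells. Timing: cells overnight before dosing, compound overnight, 37 °C, 5% CO2. Measure: GFP/RFP fluorescence ratio.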
Tb MetRS inh = blocks T. brucei methionyl-tRNA synthetase activity; purified T. brucei MetRS, ATP depletion, Kinase-Glo luminescence; inhibition, % at 11.9 µM; 360,000 compounds, 0.4% hits;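 active = inhibition above a per-plate cutoff of the control wells' mean inhibition plus 3 SD, cut at about 5.5% in these data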;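 also: 0% = DMSO wells median and 100% = median of wells with control inhibitor compound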
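Measured by: Kinase-Glo luciferase luminescence reporting remaining unconsumed ATP. Material: purified T. brucei MetRS enzyme. Doses: 11.9 µM compound single dose, 0.9% DMSO. Medium: HEPES buffer containing pyrophosphatase, BSA, spermine, DTT. Times: 15 min preincubation, 2 h reaction, all 25 °C. Reagent: methionine, ATP and bulk E. coli tRNA.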
MsrA act = activators of bovine methionine sulfoxide reductase A; 360,000 compounds, 0.3% hits; activation, % at 10.6 µM; purified bovine MsrA, absorbance read-out; in the data active = activation above about 7.5%;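 also: 0% = vehicle and 100% = reference activator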
MLLE-PAM2 inh = blocks PAM2 peptide binding to the PABP1 MLLE domain; GST-MLLE / FITC-PAM2 fluorescence polarization; inhibition, % at 20 µM; 360,000 compounds, 0.36% hits; AID 588489; in the data active = inhibition above about 35%, passing the limit was not always enough;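 also: plate controls were DMSO wells with GST-MLLE for no effect and wells lacking GST-MLLE protein for full effect; some results filed as inactive read as strong as hits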
CendR NRP1 mod = modulators of CendR peptide binding to human neuropilin-1; inhibition, % at 25 µM; 360,000 compounds, 0.85% hits; AID 602438; FAM-RPARPAR peptide binding to NRP-1, fluorescence polarization;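 active = inhibition or corrected inhibition above about 18%, plus a signal ratio from 0.5 to 1.5, limit read from the data, passing the limit was not always enough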; also: strong numbers were not always called active
Target sequence (O14786 whole entry, looked up): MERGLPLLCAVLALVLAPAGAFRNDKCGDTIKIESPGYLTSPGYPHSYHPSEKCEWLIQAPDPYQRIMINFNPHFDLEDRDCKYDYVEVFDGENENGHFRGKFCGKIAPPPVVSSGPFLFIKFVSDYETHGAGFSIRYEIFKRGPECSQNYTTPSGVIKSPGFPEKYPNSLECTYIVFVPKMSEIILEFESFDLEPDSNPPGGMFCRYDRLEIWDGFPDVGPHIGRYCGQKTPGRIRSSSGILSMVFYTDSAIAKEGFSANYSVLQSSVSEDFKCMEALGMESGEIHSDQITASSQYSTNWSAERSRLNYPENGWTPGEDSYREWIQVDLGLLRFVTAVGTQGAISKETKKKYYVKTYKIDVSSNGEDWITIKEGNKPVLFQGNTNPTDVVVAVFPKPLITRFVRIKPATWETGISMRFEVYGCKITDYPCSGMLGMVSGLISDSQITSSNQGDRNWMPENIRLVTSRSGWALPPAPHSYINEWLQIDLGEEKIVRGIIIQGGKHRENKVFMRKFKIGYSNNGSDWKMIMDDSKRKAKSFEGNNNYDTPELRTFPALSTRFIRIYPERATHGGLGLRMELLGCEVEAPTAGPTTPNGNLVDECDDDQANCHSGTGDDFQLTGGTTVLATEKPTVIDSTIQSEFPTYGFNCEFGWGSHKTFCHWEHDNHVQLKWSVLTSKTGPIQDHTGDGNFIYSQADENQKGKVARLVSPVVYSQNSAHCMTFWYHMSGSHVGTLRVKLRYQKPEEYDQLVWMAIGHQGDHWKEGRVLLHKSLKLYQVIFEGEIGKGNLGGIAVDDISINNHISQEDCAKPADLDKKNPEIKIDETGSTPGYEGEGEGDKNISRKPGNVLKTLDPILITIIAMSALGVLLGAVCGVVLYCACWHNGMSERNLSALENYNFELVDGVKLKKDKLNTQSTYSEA
MsrA inh = bovine MsrA inhibition | purified bovine MsrA, absorbance read-out | inhibition, % at 15.5 µM | 360,000 compounds, 0.75% hits | AID 651718; in the data active = inhibition above about 4.5%;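 also: 0% = vehicle wells with enzyme and 100% = reference inhibitor wells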
SKN-1 block = inhibitors of C. elegans SKN-1. C. elegans VP596 Pgst-4::GFP/RFP ratio, acrylamide-induced, 24 h. inhibition, % at 21.8 µM. 360,000 compounds, 0.49% hits. AID 624304;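 active = interference check ratio from 0.5 to 1.5 plus GFP to RFP signal ratio inhibition reaching or exceeding a fixed threshold, cut at about 30% in these data, passing the limit was not always enough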; also: some compounds called inactive have numbers as strong as hits
FAS TE block = blocks the thioesterase domain of human fatty acid synthase; inhibition, % at 15 µM; recombinant FAS-TE, OMFH fluorogenic substrate, fluorescence endpoint; 360,000 compounds, 0.67% hits;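 active = compounds whose normalised, plate-corrected inhibition of enzyme fluorescence in the single-dose primary screen is 50% or more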;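 also: 0% = DMSO with enzyme and 100% = substrate without enzyme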
Starred values were filed as active, the others as inactive; / = no result given.

SMILES	E coli Lon inh	MT1-MMP act inh	Tb MetRS inh	MsrA act	MLLE-PAM2 inh	CendR NRP1 mod	MsrA inh	SKN-1 block	FAS TE block
C=CCNC(=O)C(=O)NCC(c1ccc2c(c1)OCO2)N1CCN(c2ccc(F)cc2)CC1 (stereo not given)	3	-1	0.3	-2	-3	-4	-0.3	15	8
C/C(=C\c1ccc(F)cc1)C(=O)c1c(C)cc(C)[nH]c1=O	-3	2	-1.3	-7	10	-3	1.4	7	-5
CC(=O)c1ccc(N2CCN(c3ncccn3)CC2)cc1	-1	4	-0.2	-12	-4	3	4.2	-2	-1
O=C(c1ccc(F)cc1)N1CCN(S(=O)(=O)c2ccc3c(c2)OCCO3)CC1	-3	2	-0.5	-7	-23	-3	1.0	-26	0
CCc1c(C)nc(SCc2cccnc2)[nH]c1=O	1	-1	0.8	-2	-2	-2	/	11	-1
O=c1sc2ccccc2n1Cc1ccccc1	4	-1	-0.2	1	6	4	-0.6	5	2
C=CCn1c(=O)c2c(nc3n2CCS3)n(C)c1=O	-15	-5	-0.4	-2	-3	-12	-0.1	12	-1
COc1cc(CN2CCCCCC2)cc([N+](=O)[O-])c1O	11	3	-0.8	-5	11	6	-0.1	4	-6
C/C(=N\NC(=O)CNc1ccccc1Cl)C(C)(C)C	8	-2	-0.6	-6	0	-6	0.7	5	-3
O=C(Nn1c(C2CCCCC2)nc2ccccc2c1=O)c1cc(Cl)ccc1[N+](=O)[O-]	1	-4	-0.8	-4	9	9	-0.2	10	12
CCc1nn(CC(=O)N2CCN(c3ccc(F)cc3)CC2)c(=O)c2cc3occc3n12	2	-3	-0.7	-3	16	11	0.8	5	17
O=C(NCCc1ccccc1)C1CCC(CNc2nc(=S)[nH]c3ccccc23)CC1 (stereo not given)	-3	3	-0.6	-5	-93	-39	-0.3	2	0
Cc1ccc(CSC2=NCCN2C(=O)C2CC2)cc1	2	-2	-0.2	-3	32	-2	1.7	30	0
CCOC(=O)c1ccc(NC(=O)c2cccc(S(=O)(=O)N3CCOCC3)c2)cc1	2	-13	-0.7	-2	-3	7	0.1	-22	7
COc1cc(-c2nnc(SCc3ccccc3Cl)o2)cc(OC)c1OC	2	3	-0.1	0	10	5	-1.2	7	21
O=C(/C=C/c1ccccc1)Nc1cccc(C(=O)N2CCCC2)c1	2	4	-0.4	1	1	-4	3.6	2	-9
COc1cccc(NC(=O)COC(=O)c2c(C)noc2C)c1	-11	1	-0.2	-1	22	4	-1.1	12	-2
Cc1ccc(Cn2nc3c4cc(F)ccc4n(Cc4ccc(F)cc4)cc-3c2=O)cc1	-4	1	-1.2	0	-14	-154	1.4	11	1
CC(=O)Nc1ccc(S(=O)(=O)N2CCC(Oc3ccc(-n4cnnn4)cc3)CC2)cc1	-6	1	6.0*	-3	7	12	0.6	20	46
Cc1ccc(S(=O)(=O)N(CC(=O)N2CCC(C)CC2)Cc2ccccc2F)cc1	1	-6	-0.9	-10	-10	-6	0.5	-29	16
COc1ccc(CN(C)C[C@@H]2OCc3cnnn3CCCC(=O)N([C@@H](C)CO)C[C@H]2C)cc1	-3	4	-1.2	0	11	-1	0.5	0	-6
CCCCN(C(=S)NC(=O)c1ccccc1)c1c(N)n(Cc2ccccc2)c(=O)[nH]c1=O	2	-3	-0.6	-9	37*	-2	0.2	-2	-6
CNC(=O)c1sccc1SCc1c(Cl)cccc1Cl	0	-7	-0.1	-1	17	-6	-0.4	-4	3
Cc1cccnc1	-5	0	-1.4	-2	-9	2	0.2	0	-3
COc1ccc(NC(=O)CC2C(=O)N(c3cccc(OC)c3)C(=O)N2Cc2ccco2)cc1 (stereo not given)	-2	4	-0.6	-4	-2	0	-0.3	-4	-1
Continuation:
SMILES	E coli Lon inh	MT1-MMP act inh	Tb MetRS inh	MsrA act	MLLE-PAM2 inh	CendR NRP1 mod	MsrA inh	SKN-1 block	FAS TE block
CCCNC(=O)NC(=O)CN1C(=O)NC(C)(c2ccc3ccccc3c2)C1=O (stereo not given)	2	0	0.1	0	-17	1	-0.1	3	-4
Oc1ccc(-c2nccc(-c3ccc(Br)cc3)n2)cc1	6	0	-0.6	-2	9	6	1.2	-9	8
COc1ccc(S(=O)(=O)N2CCCCCC2)cc1C(=O)NCCc1ccccc1	-7	0	-0.4	-5	-9	8	-0.6	-8	3
COC(=O)c1c(-c2cccc3ccccc23)csc1NC(=O)Cc1ccc(OC)c(OC)c1	-13	-24	-0.6	-2	-7	-5	2.0	-26	26
O=S(=O)([O-])CCC[n+]1ccc(Oc2ccccc2)cc1	2	-6	0.3	-1	-128	16	-0.5	4	-4
CCOc1ccc(C(=O)NCC(=O)NCCOc2ccc(C)cc2)cc1	2	0	-0.1	-4	-5	9	1.2	-1	-1
O=C(Nc1nccs1)c1ccc(S(=O)(=O)NCc2cccs2)cc1	9	-2	-0.3	-2	15	15	1.8	10	1
CC(C(=O)Nc1cccc([N+](=O)[O-])c1)N1CCN(C/C=C/c2ccccc2)CC1 (stereo not given)	-1	4	0.0	-7	5	13	-0.9	0	15
CN(Cc1ccccc1)C(=O)C1CCN(S(=O)(=O)c2ccc3nc4c(c(C(=O)O)c3c2)CCCC4)CC1	-1	-4	-0.3	-4	-6	-20	0.2	10	-4
O=C(NC1CCCCC1)c1ccc(CS(=O)(=O)Cc2ccccc2F)o1	1	-4	-1.2	-10	14	6	-0.5	-5	-6
O=C1N=NC(=O)N1c1ccccc1	-10	4	0.9	1	-5	-17	0.1	16	2
COc1c2ccoc2nc2c(OC)c(OCC(OC(C)=O)C(C)(C)O)ccc12 (stereo not given)	-5	-7	-0.8	-3	-13	-5	1.0	-3	-4
CCN(C(=S)NC(=O)Cc1ccc(OC)cc1)c1ccccc1	3	-1	0.1	-2	35	-6	0.3	3	-3
CN(C(=O)COC(=O)c1nc(-c2ccccc2)n(-c2ccccc2)n1)C1CCS(=O)(=O)C1 (stereo not given)	7	16	0.6	-1	-2	40*	0.4	-1	-5
O=C1NCCN/C1=C\C(=O)c1cccc(Br)c1	4	1	2.1	-9	-8	4	4.1	-18	-4
COc1ccc2cc(C(=O)N(C)Cc3ccccc3)[nH]c2c1	-1	2	-0.4	-2	0	-6	1.1	24	-5
CC(C)(C)c1ccc(CC(=O)N2CCC2(C)C(=O)NS(=O)(=O)c2ccc(F)cc2F)cc1 (stereo not given)	0	-1	-0.2	-1	11	-8	-1.4	27	-8
OCCN1CCN(c2ncnc3c2ncn3[C@H]2CN(Cc3cccs3)C[C@@H](CO)O2)CC1	-8	-2	-0.3	-1	-4	-3	-0.1	-5	-8
CCOc1cc(-c2c(C)c(CC)nc(N)c2C#N)ccc1O	16	7	-1.5	-4	-14	14	1.7	4	1
Cc1onc(-c2ccccc2)c1C(=O)OCCOc1ccc([N+](=O)[O-])cc1[N+](=O)[O-]	3	3	-1.0	-3	7	-2	-0.6	-15	25
COc1ccc(NC(=O)/C(=C\c2ccc(OC)c(OC)c2)NC(=O)c2ccco2)cc1	-4	-1	0.2	-6	-8	21	5.0*	-3	-6
Nc1[nH]c(N=NC(=O)c2ccc(F)cc2)c2ccccc12	-2	2	-1.2	-12	-2	-5	4.1	4	0
COc1ccc(OC)c(NC(=O)Nc2cccc3ccccc23)c1	-2	6	-0.5	-2	-9	2	0.9	3	1
CCc1c(C)nc2[nH]ncn2c1=O	-11	1	-0.4	-3	-7	19	-0.9	-11	-6
O=C(c1ccccc1)N(C(=O)c1ccccc1)N1CCCC1	-7	1	-0.3	-3	-9	15	0.0	-6	-3

Results in MsrA inh, Tb MetRS inh and MLLE-PAM2 inh (two entries from above):
mol	MsrA inh	Tb MetRS inh	MLLE-PAM2 inh
O=C1N=NC(=O)N1c1ccccc1	0.1	0.9	-5
COc1c2ccoc2nc2c(OC)c(OCC(OC(C)=O)C(C)(C)O)ccc12 (stereo not given)	1.0	-0.8	-13

MLLE-PAM2 inh, entries above that show a hit
SMILES	E coli Lon inh	MT1-MMP act inh	Tb MetRS inh	MsrA act	MLLE-PAM2 inh	CendR NRP1 mod	MsrA inh	SKN-1 block
CCCCN(C(=S)NC(=O)c1ccccc1)c1c(N)n(Cc2ccccc2)c(=O)[nH]c1=O	2	-3	-0.6	-9	37*	-2	0.2	-2

The list continues:
SMILES	E coli Lon inh	MT1-MMP act inh	Tb MetRS inh	MsrA act	MLLE-PAM2 inh	CendR NRP1 mod	MsrA inh	SKN-1 block	FAS TE block
CCOCCCNC(=O)C(NC(=O)c1ccc2c(c1)OCO2)c1ccc(Cl)cc1 (stereo not given)	-7	2	-0.8	-4	-5	2	1.3	7	3
CCOC(=O)N1CCC(NC(=O)C2CCN(S(=O)(=O)c3cccs3)CC2)CC1	-3	4	-0.4	3	1	-17	-0.8	-1	-7
Cc1ccc(S(=O)(=O)NC(CC(=O)NCC2CCCO2)c2ccco2)cc1 (stereo not given)	-3	2	-1.6	-1	-14	-2	0.7	-15	-3
CCOC(=O)c1c(C)n(C)c2ccc(OC(=O)c3ccco3)cc12	1	7	-2.1	-3	-1	9	0.5	11	8
CCCC(=O)n1nc(-c2ccc(Cl)cc2)nc1SC	4	0	-0.6	-4	-38	-2	0.0	-3	16
Cc1cccc(-c2n[nH]c(S(C)(=O)=O)c2C#N)c1	0	3	0.3	-4	8	-6	-0.2	-11	-2
O=[N+]([O-])c1ccccc1/C=N/NC1=NCCCCC1	9	4	-0.8	-3	-9	-5	1.0	-6	-9
NNC(=O)CNC(c1ccccc1)c1cc(Cl)ccc1NC(=O)c1ccccc1 (stereo not given)	-8	-4	-0.3	-5	-2	-9	0.7	-13	-4
Cc1ccc(-c2cccc(C(=O)NCc3ccccc3)n2)c2ccccc12	20	-2	-0.5	1	0	10	0.0	10	28
Cc1ccccc1Cn1ccc(NC(=O)c2nn(C)cc2[N+](=O)[O-])n1	-6	-9	-0.9	-9	6	7	-0.6	-8	-9
Cc1cc(C)n(-c2ccccc2C#N)n1	0	1	0.8	-2	-8	2	1.2	5	-4
Cc1ccc(C)c(NC(=O)c2cc3c([nH]c4ccccc43)c(C)n2)c1	-5	-1	-0.7	-4	-9	1	0.0	-1	-4
Cn1c(=NC(=O)COc2ccccc2)sc2ccccc21	1	0	-0.2	-6	-4	26*	2.2	-2	2
CCOC(=O)c1ccc(NC(=O)CSc2nc(=O)n(CCN3CCOCC3)c3c2CCC3)cc1	-5	-3	-0.2	-2	1	-8	-0.4	3	-5
O=c1c2ccccc2nnn1COc1ccc(Cl)cc1Br	7	2	-0.3	-10	7	-2	1.4	-9	4
O=C(CSc1nnc(SCc2ccc(Cl)cc2)s1)N/N=C/c1c(Cl)cccc1Cl	1	0	0.1	-1	-8	-7	-0.1	4	14
COc1cc2c(cc1NC(=O)Nc1ccc(F)cc1)oc1ccccc12	9	11	0.0	0	1	0	0.8	4	5
CC(C)(CNC(=O)CC1C(=O)NCCN1Cc1cccc(F)c1)N1CCOCC1 (stereo not given)	6	-3	-0.1	0	2	7	0.3	15	-5
Cc1onc(-c2c(F)cccc2Cl)c1C(=O)OCC(=O)N(C)c1ccccc1	-19	-4	-0.1	-1	-12	-3	0.5	9	6
O=c1oc2ccccc2c(O)c1Cc1cc(Cl)c2cccnc2c1O	-4	2	-0.2	-5	5	-24	0.4	1	12
Cc1ccc(C)c(NC(=O)c2ccc3c(c2)CCN3S(C)(=O)=O)c1	-10	3	0.3	-1	12	-2	0.3	-1	-8

Screening results from PubChem BioAssay.

Compounds were not picked by outcome. About 4% of those tested had a hit in this group.
